Assay outcomes as filed in PubChem BioAssay.
GSK3B inh: blocks human GSK3beta kinase activity. P49841. GST-GSK3beta kinase, ADP-Glo luminescence, 60 min; active compounds read low. activity score (negative = inhibition), % at 10 µM. 0.038% of 300,000 active;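 active = more than half of replicate wells score below -50%, meaning over 50% inhibition versus plate controls; inconclusive = some replicates but at most half score below -50%; inactive = no replicate scores below -50%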;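 also: 0% = median DMSO wells and -100% = median GW8510 positive control wells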
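Test system: GST-tagged human GSK3beta kinase, cell-free; evaluation: activity score scaled between in-plate DMSO and GW8510 controls; measured by: ADP-Glo luminescence; incubation: 60 min reaction, RT; benchmarks: DMSO and 20 µM GW8510; reagent: peptide substrate plus 25 µM ATP (final); medium: Tris/MgCl2 kinase buffer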
HSF1 activator: increases HSF-1 driven luciferase reporter signal. AID 504408. 1.7% of 300,000 active. NIH3T3-HGL HSF-1 luciferase reporter, MG132, 8 h; 100% = twice DMSO control signal. activation, % at 9 µM;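 active = mean replicate activation of at least 50% with a set share of replicates each reaching 50%; inconclusive = only one of those two conditions met; inactive = mean below 50% and too few replicates reaching it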;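 also: 0% = median of the neutral control wells and 100% = twice that signal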
Dyrk1A ADPGlo: Dyrk1A (rat) kinase inhibition. ADP-Glo luminescence, NFATc1 peptide. 0.43% of 310,000 active. inhibition, % at 12.5 µM; in the data active = inhibition above about 50%;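 also: plate controls were vehicle with enzyme for no effect and no enzyme for full effect; many of its hits are not listed in these tables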
HSF1 inhib: HSF1 inhibition; NIH3T3-HGL HSE-luciferase, MG132-induced, luminescence 8 h; active compounds read low; activity change, negative = inhibition, % at 7.5 µM (by protocol); 0.77% of 300,000 active; AID 2098;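 active = more than half of replicate wells show activity change below -50%, luminescence cut by over half; inconclusive = some wells, but at most half, below -50%; inactive = no replicate well below -50%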;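 also: luciferase reports HSF-1 transcriptional activity via heat shock element; 0% = median of DMSO wells and -100% = zero luminescence signal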
PolyA inhibitor: yeast polyadenylation inhibition; S. cerevisiae SKY197-pL101 polyadenylation reporter, beta-gal luminescence; efflux-impaired pdr1/pdr3 knockout yeast; score 100 = 6 SD above DMSO; calls only at 12 µM; 0.02% of 300,000 active; AID 1875;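 active = lowest replicate activity score at least 50, where 100 means six control SD above control mean; inconclusive = lowest score under 50 but half or more replicates reach 50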;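 also: yeast exposed to compound for 9 h at 30 °C; higher score means more reporter readthrough which indicates perturbed polyadenylation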
HSP90 inh: blocks HSP90-mediated luciferase refolding in reticulocyte lysate; 0.91% of 290,000 active; inhibition, % at 5.6 µM; Rabbit reticulocyte lysate, luciferase refolding luminescence, 3 h;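 active = inhibition above the screen-wide mean plus 3 SD, computed separately per campaign, cut at about 16% in these data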;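 also: 0% = DMSO wells and 100% = 60 µM geldanamycin wells; inhibitors lower the luminescence because luciferase stays unfolded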
AI-2 QS modul: modulators of Vibrio harveyi AI-2 quorum sensing system. activity change, % at 7.5 µM. Vibrio harveyi JMH597 AI-2 luminescence/OD600 ratio, 9 h; active compounds read low; strain lacks LuxN and CqsS sensors; 0 = neutral-control median. 0.4% of 300,000 active. AID 2094; in the data active = activity change below about -75%, passing the limit was not always enough; inconclusive = no clear call, values can overlap the other calls;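 also: luminescence divided by OD600 gain over 9 h not by final OD600 alone; inactives centre near 13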
Platelet DG rel: platelet dense granule release activity; 0.22% of 300,000 active; human platelet-rich plasma, SFLLRN dense granule ATP release, luminescence; inhibition, %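 (compounds screened at 7.5 µM in platelet-rich plasma)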;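 active = mean replicate score, as percent of positive control, at or above 50; inconclusive = mean below 50 but at least one replicate at or above 50; inactive = mean and every replicate below 50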
HDAC3 inh: inhibitors of human histone deacetylase 3. inhibition, % at 8.3 µM. O15379. recombinant HDAC3, fluorogenic peptide/trypsin coupled, fluorescence. 0.15% of 320,000 active; in the data active = inhibition above about 26%, passing the limit was not always enough; inconclusive = no clear call, values can overlap the other calls
Target sequence (O15379 whole entry, looked up): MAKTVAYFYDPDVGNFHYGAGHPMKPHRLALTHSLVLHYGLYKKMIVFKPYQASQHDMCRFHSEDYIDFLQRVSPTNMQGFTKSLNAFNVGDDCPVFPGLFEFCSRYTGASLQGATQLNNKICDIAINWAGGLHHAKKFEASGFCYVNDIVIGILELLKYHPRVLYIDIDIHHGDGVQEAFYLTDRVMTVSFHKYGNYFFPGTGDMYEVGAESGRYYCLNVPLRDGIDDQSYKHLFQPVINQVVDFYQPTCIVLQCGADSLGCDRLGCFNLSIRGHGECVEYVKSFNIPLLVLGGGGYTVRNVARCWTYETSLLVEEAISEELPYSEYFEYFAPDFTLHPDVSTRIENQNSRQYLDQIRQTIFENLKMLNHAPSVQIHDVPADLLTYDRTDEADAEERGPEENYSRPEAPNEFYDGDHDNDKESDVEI
GSK3A inh: inhibitors of human GSK-3 alpha kinase | P49840 | ADP-Glo luminescence, 60 min | inhibition, % at 10 µM | 0.1% of 320,000 active;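 in the data active = inhibition above about 50%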;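 also: GST-tagged GSK-3 alpha with peptide substrate and 25 µM ATP; 0% = DMSO neutral wells and 100% = GW8510 positive control wells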
Target sequence (P49840 whole entry, looked up): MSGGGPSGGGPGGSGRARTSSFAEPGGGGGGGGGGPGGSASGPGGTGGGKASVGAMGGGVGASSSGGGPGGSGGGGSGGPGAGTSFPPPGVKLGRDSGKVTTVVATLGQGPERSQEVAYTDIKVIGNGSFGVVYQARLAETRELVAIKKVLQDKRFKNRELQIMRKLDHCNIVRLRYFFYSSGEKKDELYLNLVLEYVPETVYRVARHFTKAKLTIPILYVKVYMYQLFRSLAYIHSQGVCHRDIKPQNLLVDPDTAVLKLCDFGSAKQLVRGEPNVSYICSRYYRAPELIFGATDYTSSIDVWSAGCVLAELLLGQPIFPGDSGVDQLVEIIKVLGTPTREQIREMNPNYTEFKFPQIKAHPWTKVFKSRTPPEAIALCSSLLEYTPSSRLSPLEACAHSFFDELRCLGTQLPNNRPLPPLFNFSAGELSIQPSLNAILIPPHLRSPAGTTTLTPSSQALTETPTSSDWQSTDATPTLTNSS
* hit, by the source's call; i = inactive; ? = inconclusive; · = no result given. Not all compounds are listed; the hit share may differ from the screen's.

GSK3B inh	HSF1 activator	Dyrk1A ADPGlo	HSF1 inhib	PolyA inhibitor	HSP90 inh	AI-2 QS modul	Platelet DG rel	HDAC3 inh	GSK3A inh	SMILES
0	7	25	4	i	-7	49	-2	0	-2	Cc1nc(NS(=O)(=O)c2ccccc2)sc1NC(=O)Nc1ccc(Cl)cc1
1	43	-1	-1	i	-3	22	3	-13	-2	COc1ccc(CCC(=O)NNC(=O)Nc2cc(Cl)ccc2C)cc1
2	14	-1	7	i	·	0	32	3	-1	CCCN(CC(=O)Nc1ccccc1C)C(=O)COC(=O)CSc1ccc([N+](=O)[O-])cc1
-1	-15	-1	-10	i	0	2	3	5	3	CC(C)c1cc(NC(=O)c2ccccc2)cc(C(C)C)c1O
-3	9	-2	-1	i	0	7	4	-2	-1	N#CN=C1CCCCCN1CC(N)=O
1	80*	-1	31	i	-2	8	-1	-3	-1	COc1ccc(C(=O)NCc2nnc(SCC(=O)N3CCc4ccccc43)n2CCc2ccccc2)cc1
2	31	·	16	i	3	16	2	10	0	Cc1ccc2[nH]c(=O)c(CN(Cc3cccs3)Cc3nnnn3CC3CCCO3)cc2c1 (stereo not drawn)
2	21	-5	7	i	1	1	·	16	0	COc1ccc(N2CCN(C(=O)c3ccc(N4C(=O)NC5CC4(C)Oc4ccccc45)cc3)CC2)cc1 (stereo not drawn)
-2	-2	-6	-3	i	-6	23	-2	5	-5	CCOc1ccc(N(CC(=O)Nc2ccc(CC)cc2)S(=O)(=O)c2c(C)[nH]c(=O)[nH]c2=O)cc1
0	7	-9	1	i	-1	39	-3	3	-6	O=C(O)c1cccc(C(=O)O)c1
5	0	-1	2	i	5	17	4	-1	-3	CCC(C)NCCCOc1ccc([N+](=O)[O-])cc1 (stereo not drawn)
-1	17	-4	-1	i	1	-64	0	?	1	O=C(NCCC1=CCCCC1)c1ccc(=O)oc1
-2	3	-2	2	i	-8	54	-26	-6	-3	Cc1nc(NCCc2ccccc2)sc1C(=O)O
0	-28	2	-22	i	3	22	-6	7	-2	OCCC1CN(Cc2nc(-c3ccccc3)cs2)CCN1C1CCCC1 (stereo not drawn)
-1	-15	7	-9	i	56*	3	44	1	2	O=c1oc2ccccc2cc1-c1cn2ccccc2n1
2	22	5	4	i	0	5	-6	0	-3	CC(=O)NCCc1cc2ccc(C)c(C)c2[nH]c1=O
0	-11	-4	-6	i	-4	20	-2	1	2	O=C(Cc1c(F)cccc1Cl)Nc1ccc(S(=O)(=O)Nc2nccs2)cc1
2	-3	-3	-8	i	0	10	7	·	-3	N#Cc1ccc(-c2ccc(OCC(=O)NCCc3ccccc3)cc2)cc1
-3	-3	-3	-3	i	2	29	7	5	0	NC(=O)c1ccc[n+](CC(=O)c2cccc([N+](=O)[O-])c2)c1
-1	2	-5	-6	i	3	-5	8	-4	-1	CCN(CC)C(=O)CSc1nc2ccccc2n1CC(=O)N1CCN(c2ccccc2OC)CC1
1	10	6	-2	i	-6	11	3	-3	8	Cc1cc(NC(=O)c2ccccc2)cc(NC(=O)c2ccccc2)c1C
-7	-1	-2	-9	i	4	11	5	2	9	CC1(C)Cc2c(c(N3CCOCC3)nc3sc(C(N)=O)c(N)c23)CO1
-3	-17	-8	-11	i	-7	8	-1	-2	-1	CSCC[C@H](NC(=O)C1CCN(C(=O)[C@H](Cc2ccccc2)NS(=O)(=O)c2ccc(C)cc2)CC1)C(=O)O
2	8	13	-2	i	1	30	-16	-4	-1	N#CC(=NCc1cccnc1)C1=C(O)c2ccccc2C1=O
3	-2	-1	-4	i	-4	17	-2	-1	-2	N#CCCN(C(=O)COC(=O)CCc1ccccc1)c1ccccc1
-1	-2	-2	-2	i	2	9	-2	·	-1	COc1cccc(CN(C)C(=O)[C@@H](NC(=O)c2ccc(C)cc2)C(C)C)c1
7	22	15	-1	i	2	37	-4	-10	-1	CSc1nnc(NC(=O)c2ccco2)s1
-4	9	-3	7	i	-2	52	-3	-1	1	CCCOC(=O)C1=C(C)NC2=C(C(=O)CC(C)(C)C2)C1c1ccc(N(C)C)cc1 (stereo not drawn)
·	-11	-10	-3	i	-3	·	7	-8	-1	COc1ccc(C2C(=O)N(C3CCCCC3)CC(=O)N2CC2COc3ccccc3O2)cc1 (stereo not drawn)
1	6	-2	9	i	0	11	5	-1	-5	CC(=O)Nc1ccc(S(=O)(=O)NC2(C(F)(F)F)NC(=O)N(c3ccccc3F)C2=O)cc1 (stereo not drawn)
0	4	0	12	i	-1	17	2	-1	-1	COC(=O)C(Sc1nc(C)cc(C)c1C#N)c1ccccc1 (stereo not drawn)
-2	11	0	2	i	-2	5	34	-7	-1	Cc1ccccc1NC(=O)NC1CCCCCCC1
1	25	0	23	i	-1	17	-3	0	-2	CC1(C)CC(=O)C2=C(C1)N(CC1CCCO1)C(=O)C2(NC(=O)c1cccnc1)C(F)(F)F (stereo not drawn)
0	-15	1	-1	i	1	23	1	10	0	CCN1C(=O)/C(=C2/Sc3ccccc3N2CC)SC1=S
1	-6	0	-4	i	1	13	-8	7	3	Cc1ccccc1C(=O)NC(=S)NC1CCSC1=O (stereo not drawn)
4	15	5	-6	i	-4	9	9	4	4	Cc1nc(C)c2c(=O)cc(-c3ccccc3)[nH]c2n1
-1	4	68*	5	i	-3	12	-21	-2	2	Cc1cccc(Nc2cc(C)c3c(O)cccc3n2)c1C
1	57*	·	17	i	3	27	-13	-8	-2	COc1cccc(C(=O)COC(=O)C(C)N2C(=O)C3C4C=CC(C4)C3C2=O)c1 (stereo not drawn)
2	17	-4	4	i	5	5	-4	-5	3	COc1cc(CN2CCCCC2)ccc1OCc1ccccc1
0	26	-6	-5	i	-4	-2	-5	8	-1	CCN(CC(=O)Nc1ccc(C(C)=O)cc1)CC(=O)Nc1cccc(OC)c1
1	29	2	15	i	1	-8	1	4	-3	COc1ccc(Cl)cc1NC(=O)c1ccc2c(SCC(=O)O)c3c(nc2c1)CCCC3
-4	4	-3	5	i	0	30	-2	-8	0	C=CCSc1nnc(-c2c[nH]c3ccccc23)n1CCOC
0	0	2	5	i	9	22	9	6	-1	CCOC(=O)c1cc(NC(=O)c2ccoc2C)cc(C(=O)OCC)c1
1	-1	5	1	i	-4	0	7	-11	0	CSC1=NCCN1C(=O)c1ccc2ccccc2c1
-3	11	-4	-14	i	0	7	4	5	-1	O=C(Cc1ccccc1[N+](=O)[O-])NCc1ccncc1
1	85*	-10	39	i	2	8	-5	0	4	N/C(=N\OC(=O)C1CCCCC1)c1ccc(Cl)cc1
0	25	0	5	i	1	19	15	2	-2	Cc1ccc(C)c(Cn2c(=O)n(-c3ccc(CC(=O)NCc4ccco4)cc3)c(=O)c3sccc32)c1
-4	18	4	-2	i	·	0	7	6	2	O=[N+]([O-])c1ccc(N2CCCCC2)nc1
-2	-84	-6	-79*	i	7	32	11	6	0	Cc1cccc2c(C(=O)N3CCN(c4ccccn4)CC3)cc(-c3cccc(Br)c3)nc12
0	27	-6	16	i	0	12	-10	0	1	COc1ccccc1OCC(=O)NCCSCc1ccccc1Cl

(list continues)
GSK3B inh	HSF1 activator	Dyrk1A ADPGlo	HSF1 inhib	PolyA inhibitor	HSP90 inh	AI-2 QS modul	Platelet DG rel	HDAC3 inh	GSK3A inh	SMILES
2	-11	-5	-3	i	2	-3	-15	8	-2	Cc1ccc(C(C(=O)NCc2ccco2)N(CC2CCCO2)C(=O)Cn2nnc3ccccc32)cc1 (stereo not drawn)
2	5	2	5	i	0	-9	0	8	1	Cc1ccc(SCCC(=O)N/N=C/c2ccncc2)cc1
1	1	3	-10	i	1	43	1	-7	1	CCCCn1c(=N)n(CC(O)COc2ccccc2)c2ccccc21 (stereo not drawn)
·	·	-1	·	·	9	·	·	-17	0	CC(C)n1c(-c2ccc(N(C)C)cc2)nc2ccccc21
2	1	1	1	i	·	15	7	6	-3	O=C(COc1cccc(C(F)(F)F)c1)Nc1ccccc1N1CCCCC1
1	-17	6	-2	i	-2	20	11	0	-1	NS(=O)(=O)c1ccc(NC(=O)CSc2n[nH]c(=O)n2Cc2ccccc2)cc1
2	0	-1	10	i	3	18	0	8	1	CCc1cc(-c2onc(C)c2-c2cscn2)c(O)cc1OC
-1	17	·	18	i	2	-14	5	-1	0	COc1cc(-c2n[nH]c(=S)n2C(C)c2ccccc2)cc(OC)c1OC (stereo not drawn)
-11	-19	0	-8	i	4	5	-1	-2	-2	CN1C(=O)[C@H]2[C@@H](/C=C/c3ccccc3)N3C(=O)CN(CCO)C(=O)[C@@]3(Cc3ccccc3)[C@H]2C1=O
-6	-12	1	-7	i	3	9	0	5	0	Cc1ccc(CN2CCN(C3CSCCSC3)CC2CCO)cc1 (stereo not drawn)
1	14	-2	12	i	1	-30	-2	1	0	O=C1N(Cc2cccc(Cl)c2)C[C@@H]2C[C@@H](c3cccc4ncccc34)N3CCC[C@@]123
0	-3	-3	3	i	3	0	-1	-3	0	COc1ccc2[nH]c(=O)c(CN(C(=O)C3CCCO3)c3ccc(C)c(C)c3)cc2c1 (stereo not drawn)
·	·	22	·	·	-1	·	·	-7	-3	CC1CCCC(C)N1C(=O)c1cccc2c1-c1ccccc1/C2=N/O (stereo not drawn)
5	-10	-2	1	i	-3	12	6	1	-2	CCOC(=O)C1CCN(C2CCN(C(=O)c3oc4c(F)cccc4c3C)CC2)CC1
2	·	4	·	i	2	6	-1	-1	2	Cc1cc(=O)oc2cc(OCC(=O)NCc3ccncc3)ccc12
0	-78	1	-71*	i	1	16	-20	-1	-1	O=C(COc1ccccc1)Nc1nnc(S(=O)(=O)N2CCCCCC2)s1
2	11	2	-6	i	5	0	-5	2	3	Cc1cccc(N(C)S(=O)(=O)c2ccc3c(c2)NC(=O)CC(=O)N3)c1
-26	16	·	36	i	84*	15	16	1	34	O=C(O)c1ccc2c3n(nc2c1)-c1ccc(Cl)cc1CO3
4	5	0	0	i	2	38	-2	·	·	Cc1ccc(Nc2nc(N)nc(CSC(=S)N3CCN(c4ccccc4)CC3)n2)cc1
2	11	0	-3	i	-4	-5	-1	-4	0	O=C(CN1CCCC1)NC12CC3CC(CC(C3)C1)C2

Entries of single compounds, quoted from the list. Values in the order: GSK3B inh	HSF1 activator	Dyrk1A ADPGlo	HSF1 inhib	PolyA inhibitor	HSP90 inh	AI-2 QS modul	Platelet DG rel	HDAC3 inh	GSK3A inh
`Cc1nc(NS(=O)(=O)c2ccccc2)sc1NC(=O)Nc1ccc(Cl)cc1` across the screens: 0	7	25	4	i	-7	49	-2	0	-2
`CCc1cc(-c2onc(C)c2-c2cscn2)c(O)cc1OC` across the screens: 2	0	-1	10	i	3	18	0	8	1
`CC(=O)NCCc1cc2ccc(C)c(C)c2[nH]c1=O` across the screens: 2	22	5	4	i	0	5	-6	0	-3
